Dynein transport: blocks dynein driven cargo transport along microtubules; 3617.4 mouse cells, GR-EGFP nuclear translocation imaging; test concentration mostly 20 µM; stimulated with dexamethasone, 1 µM; active compounds read low; z-score, hits read low; actives 0.47% (n = 220,000); AID 1381;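 active means plate z-score of nuclear minus cytoplasmic receptor signal below a set negative limit, without overly bright fluorescence or cell loss, cut at about -3.5 in these data, passing the limit was not always enough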;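 further: z-score of nuclear minus cytoplasmic ring GR-EGFP intensity difference per well; some compounds called inactive have numbers as strong as hits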
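Schedule: 48 h induction, then 1 h compound, then 30 min agonist, 37 °C. Buffer or medium: tetracycline-free induction medium containing charcoal-stripped FBS. Reagent: 1.0 µM final dexamethasone stimulus. Evaluation: nuclear versus cytoplasmic GR-EGFP signal, averaged per well. Signal: high-content fluorescence imaging after fixation.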
Salmonella PhoP GFP: inhibitors of PhoP regulon expression, primary screen, Salmonella Typhimurium, GFP reporter (AID 1863). S. Typhimurium PhoP-regulated promoter GFP reporter, 4 h; higher % means a stronger effect. inhibition, % at 50 µM; hits with a dose series show IC50 in µM. actives 0.16% (n = 300,000);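 active means inhibition over 29.93%, a cutoff 3 SD above the screen mean, later confirmed by dose response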;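 further: 0% = low Mg2+ inducing control and 100% = high Mg2+ repressing control; strong numbers were not always called active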
CSM14.1 death rescue: rescue of cells from ER stress-induced death, primary screen, 384-well, CSM14.1, thapsigargin, ATP luminescence (AID 1222). CSM14.1 thapsigargin-induced death rescue, ATP luminescence; higher % means a stronger effect. cellular ATP content (survival), % at 20 µM; hits with a dose series show EC50 in µM. 190,000 tested, under 10 active;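 active means EC50 below 50 µM in the dose-response confirmation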;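 further: death triggered by thapsigargin at about 15 µM added after 2 h compound pretreatment; cell ATP read after overnight thapsigargin exposure of roughly 18 to 22 hours; normalized against plate controls of thapsigargin alone and 5% DMSO vehicle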
b-catenin transl: beta-catenin nuclear translocation modulation | HeLa beta-catenin nuclear translocation, immunofluorescence imaging | nuclear translocation activity, % at 5 µM | actives 0.3% (n = 190,000);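 active means nuclear translocation activity above 50% at 5 µM, with a well cell count of 50 or more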;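 further: per-cell ratio of nuclear to cytoplasmic median beta-catenin stain intensity; plate controls were DMSO negative control for no effect and GSK-3 inhibitor IX positive control for full effect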
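assay system = human HeLa cells, endogenous beta-catenin | times = compound treatment 24 h, 37°C, 5% CO2 | detection = Anti-beta-catenin immunofluorescence on PFA-fixed, Triton-permeabilized cells, DAPI nuclei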
Ins promoter up: MIN6 insulin promoter up-regulation. MIN6 insulin promoter-GFP reporter, high-content imaging; active compounds read high. z-score at 5 µM. actives 0.3% (n = 190,000);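 active means z-score above 3 at 5 µM with at least 500 cells counted in the well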
T cell HTS: T cell immune modulators affecting CD8 T cell-vesicle binding | actives 0.068% (n = 330,000) | 2C CD8+ T cell-vesicle binding, flow cytometry; active compounds read low | AID 2052 | calls only at 7 µM;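 active means response, share of CD8 T cells binding vesicles, and their 90th percentile fluorescence all below set limits, cut at about 80% in these data, passing the limit was not always enough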
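Assay system – 2C mouse CD8+ T cells · Also added – QL9-loaded Drosophila micro-vesicles · Timing – Cell–vesicle co-incubation 1.5 h at 37 °C, staining 20 min on ice · Signal – flow cytometry of vesicle-bound cells · Measure – percent CD8+ FL2 mean versus row control · Controls – Peptide-free naked vesicles (low) and QL9 vesicles with 0.7% DMSO vehicle (high)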
Autophagy mod: modulators of autophagy; MEF GFP-LC3 puncta imaging; test concentration mostly 10 µM; calls only at 10 µM (by protocol); actives 0.98% (n = 190,000);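 active means percentage of spot-positive cells more than 3 SD above its plate mean, without a fluorescence outlier flag or 80% toxicity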;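 further: spot-positive cell cutoff set from DMSO-treated cells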
Lipid droplet: hepatic lipid droplet formation modulation; actives 0.4% (n = 240,000); inhibition, % at 6.5 µM; AML12 mouse hepatocytes, oleate lipid droplets, BODIPY imaging;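 active means lipid droplet intensity inhibited by at least 50%, with more than 500 cells counted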
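Test system: AML12 hepatocytes (mouse); reagent: oleate loading, 100 µM; dosing: one dose, 6.5 µM compound; incubation: overnight exposure; signal: fluorescence imaging, 20x objective, two fields per well; read-out basis: % inhibition of corrected integrated BODIPY droplet signal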
MT stabilize HCS: microtubule stabilization, imaging screen; HeLa tubulin immunostaining HCS, 24 h; share of cells brighter than vehicle mean+2SD; % tubulin-high responders, % at 10 µM; actives 0.83% (n = 200,000);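 active means plate Z-score above 3 for both tubulin-high and condensed-nucleus cell shares, with cell loss under 80%, at 10 µM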;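 further: anti alpha tubulin signal scored within the nucleus-defined area of each cell; some results filed as inactive read as strong as hits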
Dynein transport cytoplasmic EGFP: second read-out of Dynein transport, no call of its own (marks repeat the call); z-score; measured here: cytoplasmic GR-EGFP intensity; active compounds read high
Dynein transport nuclear GR-EGFP: further read-out of Dynein transport, marked with its call; z-score; measured here: nuclear GR-EGFP intensity;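 lower value marks the stronger effect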
Dynein transport cell count: further read-out of Dynein transport, marked with its call; z-score; measured here: cell count per field
Ins promoter up cell count: second read-out of Ins promoter up, no call of its own (marks repeat the call); cell count; measured here: cytotoxicity, nuclei count;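 total cells summed across four imaged fields per well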
Lipid droplet cells 6.5 µM: also measured in Lipid droplet; calls as there; cell count; measured here: cell count, cytotoxicity flag;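 cells counted across two imaged fields per well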
b-catenin transl cell count 5 µM: also measured in b-catenin transl; calls as there; cell count; measured here: cell count, cytotoxicity flag
T cell HTS vesicle-bound %: recorded beside T cell HTS, whose call it bears; double positive events, %; measured here: CD8+ vesicle-bound cell fraction;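 binding gate set so that unloaded-vesicle control wells show 10% double positive cells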
MT stabilize HCS Hoechst-high %: also measured in MT stabilize HCS; calls as there; % Hoechst-high responders; measured here: nuclear condensation Hoechst responders;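 share of cells brighter than vehicle mean plus two SD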
MT stabilize HCS cytotoxicity %: second read-out of MT stabilize HCS, no call of its own (marks repeat the call); toxicity, %; measured here: cytotoxicity by cell density;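 0% = mean cell density of plate MIN control wells and 100% = no cells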
Autophagy mod cell loss 18 h: second read-out of Autophagy mod, no call of its own (marks repeat the call); toxicity, %; measured here: cell loss, nuclei count;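 cell loss after 18 h compound exposure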
An asterisk follows results filed as active; i = inactive; · = not tested or not shown. Compounds were not picked by outcome. About 3% of those tested had a hit in this group.

SMILES | Dynein transport | Dynein transport cytoplasmic EGFP | Dynein transport nuclear GR-EGFP | Dynein transport cell count | Salmonella PhoP GFP | CSM14.1 death rescue | b-catenin transl | b-catenin transl cell count 5 µM | Ins promoter up | Ins promoter up cell count | T cell HTS | T cell HTS vesicle-bound % | Autophagy mod | Autophagy mod cell loss 18 h | Lipid droplet | Lipid droplet cells 6.5 µM | MT stabilize HCS | MT stabilize HCS Hoechst-high % | MT stabilize HCS cytotoxicity %
CCC(Sc1nc2ncnc(N)c2[nH]1)C(=O)O (stereo unspecified) | 0.65 | 0.063 | 0.31 | -0.97 | 0% | 0.3% | -0.3 | 1099 | -0.53 | 1190 | i | 63 | i | 6 | -1 | 639 | 4.4 | 1.5 | 7.6
NC(=O)CNC1CC(=O)N(CCc2ccccc2)C1=O (stereo unspecified) | 0.077 | -0.23 | 0.076 | 1.2 | 2% | -0.1% | · | · | 1.8 | 923 | i | 13 | i | -4 | -3 | 757 | 3.0 | 3.0 | 6.1
Cc1ccc(-c2csc3ncnc(Nc4ccc(N5CCOCC5)cc4)c23)cc1 | 3.2 | 0.03 | 1.1 | -2.5 | -3% | -1.3% | 2.7 | 1254 | 0.48 | 1596 | i | 23 | i | 8 | · | · | 2.2 | 1.9 | 0.3
O=C(Nc1ccc(F)cc1)Oc1ccc[nH]c1=O | 0.98 | -0.2 | 0.91 | -0.98 | -4% | · | 0.8 | 1259 | · | · | i | 27 | · | · | 2 | 729 | · | · | ·
COc1cccc(Cn2nnc3c(=O)[nH]c(C4CCCN(C(=O)c5ccccc5Cl)C4)nc32)c1 (stereo unspecified) | -0.58 | -0.21 | -0.23 | 0.86 | 13% | 2.4% | 1.0 | 1408 | -0.35 | 1491 | i | 21 | i | -6 | · | · | 1.9 | 1.7 | 10
O=C(NCc1ccccn1)c1cc(-c2ccccc2)on1 | -0.89 | -0.25 | -0.65 | 0.57 | 9% | -0.7% | -0.3 | 951 | 1.7 | 1116 | i | 36 | i | -4 | 4 | 793 | 2.8 | 3.0 | 2.9
Cc1cccc(N2CCN(C(=O)C3(S(=O)(=O)c4ccc(Cl)cc4)CC3)CC2)c1C | -0.47 | -0.24 | -0.1 | 0.98 | -1% | 0.5% | -1.4 | 1134 | -0.95 | 1246 | i | 35 | i | -4 | -12 | 720 | 1.8 | 3.9 | 3.0
COCCn1nnnc1CN(Cc1cc2cc(OC)c(OC)cc2[nH]c1=O)C1CCCC1 | 0.56 | -0.16 | 0.6 | -1.2 | 18% | -0.6% | -0.8 | 1153 | 0.01 | 1018 | i | 61 | i | 0 | · | · | 4.8 | 3.3 | 5.4
COc1ccc(-c2cc(C#N)nc(N3CCN(c4ccccc4)CC3)n2)cc1 | -0.067 | 0.25 | -0.089 | 0.86 | -6% | 2.9% | · | · | · | · | i | 57 | i | -32 | · | · | 1.9 | 0.9 | 7.9
CCc1ccccc1NC(=O)COc1ccc2oc(-c3ccc(OC)cc3)cc(=O)c2c1 | -0.51 | 0.0072 | -0.13 | 0.33 | -14% | -1.9% | -2.0 | 1093 | 0.83 | 1391 | i | 32 | i | 19 | 6 | 648 | 2.2 | 1.9 | 9.5
CCCCCn1c(NC(=O)c2ccco2)c(S(=O)(=O)c2ccc(C)cc2)c2nc3ccccc3nc21 | 0.15 | 0.31 | 0.43 | 0.67 | -2% | -0.6% | -2.5 | 1018 | 0.63 | 1568 | i | 20 | i | -1 | · | · | 4.1 | 2.0 | 12
COc1ccc(OC)c(NC(=O)CSc2nc(C)cs2)c1 | -0.15 | -0.23 | 0.43 | -0.24 | 4% | · | -1.4 | 1022 | 0.76 | 1271 | i | 11 | i | -2 | -11 | 678 | 3.8 | 1.9 | 3.0
CC(=O)Oc1ccc(-c2cccc(C(=O)NCCCO)c2)cc1 | -0.64 | -0.24 | -0.71 | 0.53 | -14% | -2.2% | -2.1 | 926 | 0.33 | 1353 | i | 33 | i | -3 | 18 | 724 | 2.1 | 2.6 | 6.4
COc1ccc2cc(Br)ccc2c1CC(=O)NC(C)(C)C | -0.86 | -0.27 | -0.74 | 0.43 | 3% | -3.4% | -1.6 | 493 | 0.08 | 1274 | i | 32 | i | -4 | -5 | 664 | 3.8 | 3.7 | 3.7
CCCP(=O)(CC(=O)O)c1ccccc1 (stereo unspecified) | -0.98 | -0.19 | -0.15 | 0.31 | -11% | 0.7% | -0.5 | 705 | 0.25 | 910 | i | 51 | i | 10 | · | · | 4.1 | 2.6 | 9.5
Fc1ccc(NC(=S)N2CCCC2)cc1 | -0.48 | -0.22 | -0.12 | -0.86 | · | · | · | · | · | · | i | 43 | i | -2 | · | · | 1.2 | 1.2 | 7.0
CC(=O)NNC(=O)CCC(=O)Nc1ccccc1 | -0.45 | -0.2 | 0.23 | 0.79 | 3% | -1.5% | -1.2 | 1386 | 1.1 | 1405 | i | 50 | i | -37 | · | · | 2.6 | 1.5 | 9.8
Cc1ccc(S(=O)(=O)N2CCN(C(C)CC(=O)O)CC2)cc1 (stereo unspecified) | 0.83 | -0.29 | 0.69 | -0.019 | 2% | -0.8% | -4.8 | 1109 | 0.56 | 1312 | i | 42 | i | 6 | -3 | 684 | 2.6 | 2.4 | 10
COc1cccc(NC(=O)Cn2c(CCC(=O)O)ccc2-c2ccc(Cl)cc2)c1 | 0.99 | -0.3 | 0.51 | 0.52 | 2% | -0.9% | -1.4 | 1074 | -0.82 | 1379 | i | 47 | i | -14 | -4 | 716 | 1.0 | 0.9 | 4.6
COc1nn(C(C)C(=O)N2N=C(C(F)F)CC2(O)C(F)F)cc1[N+](=O)[O-] (stereo unspecified) | -1.5 | -0.073 | -0.64 | 0.24 | 2% | -0.7% | -2.6 | 1075 | 0.59 | 1115 | i | 37 | i | -13 | -3 | 717 | 3.1 | 2.5 | 7.0
N#Cc1nc(COc2ccccc2F)oc1N1CCCCCC1 | 1.1 | -0.12 | 0.49 | -0.29 | 4% | -1.1% | -1.2 | 1067 | -0.1 | 1766 | i | 28 | i | -1 | -17 | 720 | 2.8 | 1.0 | 3.4
COc1cc2c(cc1NC(=O)C(C)OC(=O)C1CC(=O)N(Cc3ccco3)C1)oc1ccccc12 (stereo unspecified) | -0.5 | -0.36 | -0.05 | 0.39 | 7% | -0.2% | · | · | -0.93 | 883 | i | 54 | i | -18 | 15 | 739 | 2.2 | 1.2 | 6.5
CCCn1c(SCC(=O)NC(=O)NCc2ccco2)n[nH]c1=O | 1.7 | 0.7 | 2 | -1.4 | -6% | -0.9% | -0.5 | 912 | 0.69 | 1249 | · | · | i | 11 | 4 | 784 | 4.3 | 2.8 | 28
CC1=CC(=C(C#N)c2nc3ccccc3s2)C=C(C)N1Cc1ccco1 | -0.86 | 4.4 | 0.49 | 0.86 | -6% | -0.2% | -3.2 | 997 | -1.3 | 855 | · | · | i | 16 | · | · | 5.1 | 6.3 | 7.0
COc1ccc(NS(=O)(=O)c2cc(NC(=O)/C=C/c3cccs3)ccc2N2CCOCC2)cc1 | -0.1 | -0.25 | 0.1 | 0.32 | 2% | 3.8% | 2.9 | 1011 | -0.31 | 1320 | i | 40 | i | -2 | -9 | 642 | 7.6 | 5.5 | 4.1
c1ccc(Cc2ccc(OCCCNC3CCCC3)cc2)cc1 | -1 | -0.33 | -0.016 | 1.4 | 13% | -1.9% | 0.2 | 902 | -0.34 | 1498 | i | 70 | i | 7 | -5 | 668 | 7.4 | 1.9 | 6.8
CC(C)OC(=O)CSc1nnc(CNc2ccc(Cl)cc2)n1Cc1ccccc1 | -0.6 | -0.19 | -0.12 | -0.54 | -3% | -1.1% | -0.3 | 529 | 0.02 | 1174 | i | 11 | i | 9 | -3 | 667 | 1.9 | 1.5 | 8.4
Cc1cccc(C(=O)NNC(=O)/C=C/C(=O)O)c1 | -0.5 | -0.21 | -0.54 | 0.081 | -2% | 0.2% | -0.4 | 1112 | 0.08 | 1254 | i | 42 | i | 7 | -4 | 728 | 4.2 | 1.5 | 8.8
CCOC(=O)CSc1nn(-c2ccccc2)c(=S)s1 | 2.1 | 0.083 | 1.1 | -1.4 | 1% | 0.0% | -0.2 | 1087 | -0.34 | 1128 | i | 59 | i | -2 | -24 | 698 | 2.5 | 2.1 | 2.1
COc1ccccc1CCc1nnc(CCC(=O)NCC[C@@H]2C[C@@H]3C=C[C@H]2C3)o1 | -0.31 | -0.17 | -0.19 | 0.081 | 9% | -1.1% | -1.8 | 901 | · | · | i | 24 | i | -10 | -1 | 710 | 2.0 | 1.8 | 4.9

Bioassay records: PubChem, several laboratories
